# Screening data as filed in PubChem.
# AID inh: Primary qHTS assay for inhibitors of Activation Induced Cytidine Deaminase (AID): AID signal. AID deamination FRET fluorescence, UDG-coupled, 4 h. Potency, µM (top dose mostly 115 µM), for the others: at the highest dose activity change, negative = inhibition, most hits filed as inhibitors. 0.32% of 91,000 active; further: nearly all actives have a fitted effect of over 25% in size
# Target sequence (Q9GZX7 whole entry, looked up): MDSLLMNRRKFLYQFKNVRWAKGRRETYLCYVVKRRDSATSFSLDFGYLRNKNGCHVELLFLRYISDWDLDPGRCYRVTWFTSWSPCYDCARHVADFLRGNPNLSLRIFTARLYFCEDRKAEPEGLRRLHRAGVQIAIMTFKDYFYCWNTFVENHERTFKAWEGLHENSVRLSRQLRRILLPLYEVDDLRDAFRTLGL
# UDG counter: Primary qHTS assay for inhibitors of Activation Induced Cytidine Deaminase (AID): UDG Counterscreen signal; 0.14% of 91,000 active; Potency, µM (highest dose often 115 µM), for the others: at the highest dose activity change, negative = inhibition, usual class: inhibitors; FRET deamination/UDG coupled assay, UDG read, 4 h; further: nearly all actives have a fitted effect of over 65% in size
# Numbers without * were called inactive; u = inconclusive; [ ] = remark or other dose. The call rests on the fitted dose curve; in most records, active means well fitted curve in the direction sought with a large enough effect; inconclusive means small, poorly fitted or top-dose-only effect, or another doubt; inactive means no such curve, though single readings can be large; an effect the other way counts as inactive or inconclusive. On the % scale 0 is the no-effect control and ±100 the full control effect; potency means the concentration at half of the fitted maximal effect. Some of the compounds tested; count on the stated rates, not on these rows.
canonical_smiles	AID inh	UDG counter
CCN(CC)c1nn2c(=O)c(C(=O)NCc3ccc(F)cc3)cnc2s1	-9.9%	-2.9%
Cc1cc(C)n(-c2nc3ccccc3nc2Nc2cccc(C)c2C)n1	-8.3%	-14.8%
CN1CCN(C(=O)c2ccc3c(c2)N(Cc2ccc(F)cc2)C(=O)c2ccccc2S3=O)CC1 (configuration not stated)	0.6%	1.8%
CCCOC(=O)c1nn(-c2ccccc2)c(=O)c2ccccc12	-13.7%	-5.9%
COc1ccc(C)cc1NC(=O)c1ccc2c(c1)NC(=O)CS2	14.0%	11.3%
Cc1nc2ccc(S(=O)(=O)NC(C(=O)N3CCN(c4cccc(Cl)c4)CC3)C(C)C)cc2s1 (configuration not stated)	-8.9%	0.7%
CCCn1c(=O)n(C)c(=O)c2c(SCC(=O)Nc3ccc4c(c3)OCO4)nc(C3CC3)nc21	3.7%	1.2%
COc1ccc(OC)c(C2C(C(=O)N3CCCCC3)=C(C)Nc3nc4ccccc4n32)c1 (configuration not stated)	14.5%	-3.0%
COc1cc(C(=O)Oc2c(OC)cccc2OC)ccc1OC(F)F	-4.4%	-4.4%
CS(=O)(=O)c1ccc(C(=O)NCc2ccccc2)cc1	2.0%	11.1%

# Individual results from the results shown:
# `CS(=O)(=O)c1ccc(C(=O)NCc2ccccc2)cc1` in UDG counter reads 11.1%
# `CCCOC(=O)c1nn(-c2ccccc2)c(=O)c2ccccc12` in UDG counter reads -5.9%
# `Cc1cc(C)n(-c2nc3ccccc3nc2Nc2cccc(C)c2C)n1` in UDG counter reads -14.8%

# Back to the main list with the five entries that preceded the break.
canonical_smiles	AID inh	UDG counter
Cc1nc2ccc(S(=O)(=O)NC(C(=O)N3CCN(c4cccc(Cl)c4)CC3)C(C)C)cc2s1 (configuration not stated)	-8.9%	0.7%
CCCn1c(=O)n(C)c(=O)c2c(SCC(=O)Nc3ccc4c(c3)OCO4)nc(C3CC3)nc21	3.7%	1.2%
COc1ccc(OC)c(C2C(C(=O)N3CCCCC3)=C(C)Nc3nc4ccccc4n32)c1 (configuration not stated)	14.5%	-3.0%
COc1cc(C(=O)Oc2c(OC)cccc2OC)ccc1OC(F)F	-4.4%	-4.4%
CS(=O)(=O)c1ccc(C(=O)NCc2ccccc2)cc1	2.0%	11.1%
N#Cc1ccc(C(=O)OCc2ccccn2)cc1	-2.9%	-0.7%
Cn1c(=O)c2c(nc(SCC(=O)Nc3ccccc3F)n2Cc2ccccc2F)n(C)c1=O	13.1%	29.2%
O=C(NC1CC1)c1ccc(C2Nc3cc(C(F)(F)F)ccc3S(=O)(=O)N2)cc1 (configuration not stated)	-2.9%	-4.7%
COc1ccccc1CNC(=O)C1CCN(S(=O)(=O)c2ccc3c(ccn3C)c2)CC1	15.6%	2.1%
CCOC(=O)CSc1nc2sc3c(c2c(=O)n1Cc1ccccc1)CC(C(C)C)OC3 (configuration not stated)	-10.4%	8.3%
Cc1cc(C)cc(NC(=O)CCC(=O)N2CCSc3ccccc32)c1	u	-9.9%
COc1ccc(CNC(=O)c2cnc3ccccc3n2)cc1	18.0%	3.0%
COC(=O)CC(NC(=O)c1nn(C)c(=O)c2ccccc12)c1ccccc1 (configuration not stated)	-3.0%	5.2%
Cc1nn2c(=O)cc(COC(=O)c3cccc(NC(=O)c4ccc(F)cc4)c3)nc2s1	-13.9%	-3.0%
CCC(C)C(C(=O)NCc1ccc(C(=O)OC)cc1)c1ccccc1 (configuration not stated)	-1.4%	3.3%

# (continued)
canonical_smiles	AID inh	UDG counter
COc1ccc(C(CC(=O)c2ccco2)SCCO)cc1OC (configuration not stated)	-9.7%	-5.3%
Cc1noc(C)c1C(=O)N(C)Cc1ccc2c(c1)OCO2	4.5%	4.0%
CC1CCN(S(=O)(=O)c2ccc3c(ccc(=O)n3CC(=O)Nc3ccc(C(C)C)cc3)c2)CC1	-9.6%	-19.1%
COc1ccccc1-c1nc(S(=O)(=O)c2ccc3c(c2)OCCO3)c(NC(C)C)o1	-8.8%	-1.1%
CCOCN(C(=O)CSc1nc2ccccc2[nH]1)c1c(C)cccc1CC	2.6%	-4.6%
N#C/C(=C/c1c2ccccc2cc2ccccc12)c1nc2ccccc2[nH]1	6.8%	7.5%
COC(=O)c1sc(-c2ccccc2)cc1NC(=O)Nc1ccc(F)cc1	1.5%	6.6%
Cc1cc(SC(C)C(=O)c2ccc(Cl)cc2)nc2ccccc12 (configuration not stated)	5.0%	14.9%
COc1ccc(CC(=O)NC(C)c2nnc(SCC(=O)c3ccc(Cl)cc3)n2C)cc1 (configuration not stated)	-1.2%	7.7%
COc1cccc(NC(=O)Cn2c(=O)cc(C)c3c(C)nn(-c4cccc(F)c4)c32)c1	-4.5%	17.0%

# Carrying on.
canonical_smiles	AID inh	UDG counter
O=S(=O)(Cc1ccccc1)NCCCCl	6.5%	4.8%
CCc1ccc2oc(C(=O)NCC(c3ccco3)N3CCCC3)cc(=O)c2c1 (configuration not stated)	1.8%	-3.9%
CC1CCCCC1NC(=S)NN (configuration not stated)	-4.7%	-1.7%
O=C(CN1C(=O)COc2ccc(S(=O)(=O)N3CCCCCC3)cc21)NCCc1ccccc1	u	-2.4%
O=C(Nc1ccc(Cl)cc1C(F)(F)F)c1cc(I)ccc1Cl	6.6%	19.5%
COc1cc(OC)c(NC(=O)c2nnn(Cc3ccc(C)cc3)c2N)cc1Cl	-0.1%[57.5 µM]	-10.6%[57.5 µM]
Cn1nc(C(=O)N2CCCCCC2)c2c1-c1ccsc1CC2	4.9%	-11.3%
C=CCNC(=S)NNC(=O)CCc1ccccc1	1.6%	1.7%
COc1ccc(CNC(=O)CCc2cn(C)c3ccccc23)cc1	-7.9%	2.3%
Cc1ccc(C(C)(C)C)cc1CC(=O)O	0.0%	2.8%

# Given with values under each structure: part of the list above.
# Every second line gives: AID inh	UDG counter
- Cc1nn2c(=O)cc(COC(=O)c3cccc(NC(=O)c4ccc(F)cc4)c3)nc2s1
→ -13.9%	-3.0%
- COc1ccc(C(CC(=O)c2ccco2)SCCO)cc1OC (configuration not stated)
→ -9.7%	-5.3%

# The listing continues:
canonical_smiles	AID inh	UDG counter
Cn1nnnc1SCCCNCc1cc(Cl)ccc1OCc1ccccc1F	-20.0%	-0.1%
O=C(NCCO)c1ccc(-c2nnc(Nc3ccc(OC(F)(F)Cl)cc3)c3ccccc23)cc1	-20.9%	-3.7%
CCc1cccc(N2C(=O)N(CC(=O)NCc3ccc(OC)cc3)c3ccccc3S2(=O)=O)c1	7.7%	-3.7%
FC(F)(F)C(Oc1nc(N2CCOCC2)nc(N2CCOCC2)n1)C(F)(F)F	-3.4%	-9.8%
COc1ccccc1N1CCN(C(=O)CCn2nc(C)c(S(=O)(=O)N3CCCC3)c2C)CC1	10.2%	2.0%
Cc1cc(C)c(NC(=O)c2cc(S(=O)(=O)N3CCCC3)cn2C)c(C)c1	5.0%	-3.6%
Cc1ccc(S(=O)(=O)Nc2ccc(S(=O)(=O)Nc3ccccc3)cc2[N+](=O)[O-])cc1	-11.1%	0.5%
O=C(O)CNC(=O)Cn1ccc2ccc(OCc3ccccc3)cc21	2.8%	5.9%
OC(CNCc1ccc(-c2ccccc2)o1)c1ccccc1 (configuration not stated)	-5.2%	-3.2%
COc1cc(NC(=O)Cn2cc(S(=O)(=O)c3ccccc3)c(=O)c3ccc(C)nc32)cc(OC)c1	5.2%	6.4%

# The list goes on.
canonical_smiles	AID inh	UDG counter
O=C(O)C12CC3CCC(CC(C3)C1)C2	-7.6%	-5.6%
O=C(Cn1c(=O)n(Cc2nc(-c3ccccc3)no2)c(=O)c2cc3c(cc21)OCO3)Nc1ccccc1	1.6%	7.2%
Cc1ccc(-c2noc(CCCC(=O)NCc3ccco3)n2)cc1	8.0%	-1.5%
Cc1ccc(S(=O)(=O)c2nc(-c3cccc(C)c3)oc2N2CCN(c3ccccc3)CC2)cc1	-20.2%	0.0%
Cc1cc2oc(C(=O)NCCc3nc(-c4ccccc4)no3)cc(=O)c2cc1C	1.4%	-8.0%
CC(C)Cn1c(-c2cccc(Br)c2)nc2ccccc21	-18.6%	-17.9%[57.5 µM]
CCNC(=O)c1nn(-c2ccccc2C)nc1CO	18.1%	4.9%[57.5 µM]
CC1CCCN(c2nc3c(-c4ccc(Cl)cc4)nnn3c3ccccc23)C1 (configuration not stated)	6.1%	8.0%
COc1cn(CC(=O)Nc2cc(C)ccc2C)c(CN2CCCCC2)cc1=O	0.9%	2.3%
CC(C)(C)OC(=O)N1CCC(c2c(C(=O)N3CCc4ccccc4C3)cnn2-c2ccc(F)cc2)CC1	-15.9%	-8.6%

# The list goes on.
canonical_smiles	AID inh	UDG counter
CC(NCC(C#N)CCC#N)c1cccc(Br)c1 (configuration not stated)	-16.9%	-10.2%
Cc1ccc(-c2nc3cc(C)c(C)cc3nc2-c2ccc(C)cc2)cc1	-3.7%	-4.1%
COc1cccc(CNC(=O)c2c(C)nn(-c3ccc(F)cc3)c2-n2cccc2)c1	-19.1%	-5.0%
COc1cc(CN2CCCCC2C)ccc1OC(F)F (configuration not stated)	1.1%	-0.9%
CCCCNC(=O)C(C#N)c1nc2ccccc2nc1N1CCN(c2ccc(F)cc2)CC1 (configuration not stated)	-8.5%	-1.0%
CCOc1cccc2sc(=NC(=O)c3ccc(S(=O)(=O)N4CCOCC4)cc3)n(C)c12	-3.2%	-7.6%
COc1ccc(-c2cccc(NS(=O)(=O)c3cc(C)ccc3OC)c2)nn1	-1.2%	-1.4%
CCOc1ccc(NC(=O)Cn2cc(C(=O)c3ccc(C)c(C)c3)c(=O)c3cc4c(cc32)OCCO4)cc1	7.7%	-8.1%
Cc1cc(C)cc(NC(=O)CCCn2cnc3c2c(=O)n(C)c(=O)n3C)c1	0.2%	-3.8%
COCCNC(=O)CCn1c(=O)c2cc(OC)c(OC)cc2n(CC(=O)Nc2ccccc2C)c1=O	-20.1%	-9.7%

# Other entries follow.
canonical_smiles	AID inh	UDG counter
CCc1ccc(-c2nc(-c3nc(-c4ccccc4)cs3)sc2C)cc1	2.5%	-3.8%
CCC(CC)C(=O)Nc1ccccc1C(=O)OCc1cc(=O)n2nc(C3CCCCC3)sc2n1	-11.5%	0.9%
CN(C)c1ccc(NC(=O)CSC2=Nc3ccccc3C3=NC(CC(=O)NCc4ccc5c(c4)OCO5)C(=O)N23)cc1 (configuration not stated)	-2.9%	36.4%[activator]
COc1cccc(Oc2nc3c(c(=O)n(Cc4ccccc4F)c(=O)n3C)n2C)c1	-7.2%[57.5 µM]	-11.3%[57.5 µM]
O=C(NCCSCc1ccsc1)C1CCC1	-9.5%	-5.7%
O=S(=O)(NCCc1nnc2ccc(SCc3ccccc3)nn12)c1ccccc1	-10.4%	-4.6%
COc1ccc(-n2nnnc2SCc2cc(=O)oc3cc(C)ccc23)cc1	-15.0%	3.4%
NC(N)=NCCCCN=C(N)N	-0.9%	8.8%
Cn1c(=O)c2c(nc(Oc3ccc(F)cc3)n2Cc2ccc(F)cc2)n(C)c1=O	-10.9%	7.0%
CCn1cc2c(n1)-c1c(oc(C(=O)Nc3ccc(Br)cc3F)c1C)CC2	u	u

# Additional entries.
canonical_smiles	AID inh	UDG counter
COc1ccc(CNC(=O)C2CCN(Cc3nc(-c4ccc(Cl)cc4)oc3C)CC2)cc1	21.3%	-13.8%
Cc1ccccc1NC(=O)CSc1nc2ccc(NC(=O)COc3ccccc3F)cc2s1	2.0%	u
CC(=O)c1cc(-c2ccccc2)n(CC(=O)NCc2ccccc2C)c1C	9.8%	-14.6%
CC(=O)C(Sc1nc(-c2ccccc2Cl)nc2c1c(=O)n(C)c(=O)n2C)C(=O)N(C)C (configuration not stated)	-6.3%	12.5%
CCOc1ccccc1CNC(=O)c1oc2ccc3c(c2c1C)C(=O)CC(C)(C)O3	u	-7.8%
COc1ccc(C2Sc3ccccc3NC3=C2C(=O)c2ccccc23)c(OC)c1OC (configuration not stated)	20.4%	-10.6%
CC(=O)N1CCN(C(=O)c2ccc3c(ccn3Cc3ccccc3)c2)CC1	11.5%	7.0%
COc1ccccc1CNC(=O)CCc1ncc(-c2ccccc2F)o1	-3.8%	4.5%
COc1ccccc1N(CCC#N)C(=O)CSc1ncnc2sc(C)c(C)c12	u	-9.4%
Cc1cn(C)c(CC(=O)NCc2cccc(Cl)c2)c1C(=O)O	9.1%	-7.5%

# Additional compounds follow.
canonical_smiles	AID inh	UDG counter
O=C(O)c1ccnc2ccccc12	-4.4%	-3.7%
CCc1ccc(N(Cc2cccs2)C(=O)c2cccs2)cc1	u	-1.1%
O=C(Cc1ccsc1)Nc1cccc(Cl)c1	-5.3%	6.3%
Nc1cc(C(=O)OCc2cccc(F)c2)ccc1Cl	-11.0%	-2.1%
CCOC(=O)c1ccc(NC(C)=O)o1	1.9%	2.0%
COC(=O)c1cccc(-c2ccc(C=O)o2)c1	-4.0%	-4.7%
O=C(COc1ccccc1)Nc1c(Cl)ccc2nsnc12	-7.5%	-0.3%
O=c1cc(-c2cccs2)oc2ccccc12	-5.6%	-3.4%
CN(C)c1ccc(CNC(=O)C2CCN(S(=O)(=O)c3ccc4c(c3)oc(=O)n4C)CC2)cc1	-2.7%	-9.5%
O=C(O)CCc1ccc(-c2cccs2)n1CC(=O)Nc1ccccc1C(F)(F)F	7.8%	10.8%
Cc1cccc(NC(=O)COc2ccc(/C=C(\C#N)C(=O)N3CCOCC3)cc2)c1	-5.3%	-2.7%
CC(=O)NCCNC(=O)CN1CCCC(c2nc3ccccc3o2)C1 (configuration not stated)	-1.6%	-6.8%
COc1ccc(-c2c3c(=O)n(CCCN4CCOCC4)ccc3nc3nc(C)nn23)cc1	-2.3%	0.6%
